TNAP inh noacc – TNAP (human) inhibition, acceptor-free conditions; P05186; hit rate 0.26% among 200,000; purified TNAP, CDP-star luminescence, 30 min; inhibition, % at 20 µM;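 active means tissue-nonspecific alkaline phosphatase inhibition above about 50% at 20 µM in the single-dose screen, limit read from the data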;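 further: 0% = DMSO negative control and 100% = EDTA positive control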
Target sequence (P05186 whole entry, looked up): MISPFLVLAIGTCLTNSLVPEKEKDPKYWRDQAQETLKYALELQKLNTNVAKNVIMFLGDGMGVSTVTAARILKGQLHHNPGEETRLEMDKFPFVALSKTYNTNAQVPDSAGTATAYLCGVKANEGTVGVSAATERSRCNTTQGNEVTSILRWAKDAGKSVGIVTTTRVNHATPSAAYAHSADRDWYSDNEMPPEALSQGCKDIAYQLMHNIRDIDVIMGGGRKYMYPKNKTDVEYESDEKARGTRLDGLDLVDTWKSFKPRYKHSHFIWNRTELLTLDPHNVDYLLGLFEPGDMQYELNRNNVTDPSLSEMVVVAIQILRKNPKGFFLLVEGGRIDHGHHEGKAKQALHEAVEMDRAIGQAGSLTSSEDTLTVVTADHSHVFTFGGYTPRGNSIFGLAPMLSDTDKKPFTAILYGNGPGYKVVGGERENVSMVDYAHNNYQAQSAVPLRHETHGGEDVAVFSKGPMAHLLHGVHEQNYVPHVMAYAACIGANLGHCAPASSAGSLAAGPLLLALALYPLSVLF
TNAP act hiacc – activators of human TNAP at high phosphate acceptor concentration; P05186; purified TNAP, CDP-star luminescence, 1 M DEA, 30 min; active compounds read high; 0 = EDTA background, 1 = DMSO-only activity; activation factor at 20 µM; 200,000 tested, under 10 active; AID 1136;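 active means activation factor at least 2 at 20 µM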
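Control set: EDTA negative control, DMSO positive control / Assay system: human TNAP / Quantity: TNAP 1/800 final / Evaluation: TNAP activation factor scaled between EDTA and DMSO control wells / Measured by: luminescent substrate turnover signal / Compound dosing: one dose, 20 µM / Times: 30 min enzyme reaction at room temperature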
bIAP act – intestinal alkaline phosphatase (bovine) activation; purified bovine IAP, CDP-star luminescence, 30 min; active compounds read high; fold of DMSO-control signal, blank-subtracted; activation factor at 20 µM; hit rate 0.17% among 200,000;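 active means activation factor of 2 or more at 20 µM, a signal rise over negative controls twice the positive control's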
PMI activator – increases human mannose-6-phosphate isomerase activity; hit rate 0.005% among 190,000; AID 1214; P34949; purified human PMI, coupled resazurin fluorescence, 20 min; active compounds read high; 1 = vehicle control, 0 substrate-free wells; activation factor at 20 µM;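 active means activation factor of 2 or more at 20 µM, relative to plate controls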
Target sequence (P34949 whole entry, looked up): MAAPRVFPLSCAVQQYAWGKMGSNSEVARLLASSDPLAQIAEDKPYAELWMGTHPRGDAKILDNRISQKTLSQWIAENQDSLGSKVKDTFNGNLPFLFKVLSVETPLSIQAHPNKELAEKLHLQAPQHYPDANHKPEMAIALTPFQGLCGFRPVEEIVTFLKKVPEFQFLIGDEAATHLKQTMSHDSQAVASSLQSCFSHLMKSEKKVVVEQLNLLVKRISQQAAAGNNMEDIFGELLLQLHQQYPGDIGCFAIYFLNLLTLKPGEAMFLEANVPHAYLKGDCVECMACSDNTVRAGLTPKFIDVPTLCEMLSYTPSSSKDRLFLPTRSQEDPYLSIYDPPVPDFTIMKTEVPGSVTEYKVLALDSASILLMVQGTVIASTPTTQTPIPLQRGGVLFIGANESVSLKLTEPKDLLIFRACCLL
Diaph inh CS – diaphorase inhibition or chemical oxidation counter-screen; inhibition, % at 20 µM; AID 1217; hit rate 0.69% among 190,000; diaphorase resazurin-to-resorufin fluorescence, NADH, 16 min; bacterial (C. kluyveri) enzyme, not human;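 active means primary screen inhibition at 20 µM above a set limit, cut at about 50% in these data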;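 further: plate controls were DMSO with full reaction for no effect and wells lacking NADH for full effect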
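Detection: fluorescence of resorufin formed from resazurin, Ex 544/Em 590 nm; test system: Clostridium kluyveri diaphorase enzyme; amount: 0.14 U/mL diaphorase, enzyme working solution; times: 16-min room-temperature incubation before reading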
Diaph act CS – activates diaphorase or chemically reduces, flagging diaphorase assay artifacts; Diaphorase/resazurin coupled assay, resorufin fluorescence, 16 min; active compounds read high; 1 = vehicle wells, 0 = NADH-free wells; activation factor at 20 µM; hit rate 0.005% among 190,000;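 active means diaphorase activity raised at least twofold by the compound at 20 µM; inactive means activation factor below 2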
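Material: purified diaphorase enzyme from Clostridium kluyveri / Medium: HEPES pH 7.4 buffer with MgCl2 and Tween 20 / Schedule: enzyme reaction of 16 min at room temperature / Measured by: resorufin fluorescence, excitation 544 nm, emission 590 nm / Evaluation: rise in resorufin formation, marking diaphorase activation or chemical reduction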
bIAP inh – blocks bovine intestinal alkaline phosphatase activity; purified bovine IAP, CDP-star luminescence, 30 min; inhibition, % at 20 µM; 190,000 tested, under 10 active; AID 1019;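 active means over 50% inhibition of intestinal alkaline phosphatase at 20 µM in the single-dose screen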
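System: Purified bovine intestinal alkaline phosphatase (IAP) enzyme | Input: IAP diluted 1/65,000,000 in the well | Also added: CDP-star chemiluminescent phosphatase substrate, 30 µM final | Dosing: 20 µM single dose | Times: Enzyme reaction for 30 min at room temperature | Detection: Luminescence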
PMI act satM6P – PMI (human) activation, high substrate; P34949; coupled PMI enzyme assay, resazurin fluorescence, 20 min; active compounds read high; 1 = untreated enzyme, 0 = substrate-free blank; activation factor at 20 µM; hit rate 0.34% among 190,000; AID 1216;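 active means activation factor of 2 or more at 20 µM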
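Test system: Human PMI in coupled enzyme assay | Input: 15 ng/mL PMI | Medium: HEPES-buffered pH 7.4 with magnesium and detergent | Compound: One concentration, 20 µM, in 1% DMSO | Incubation: Enzyme reaction with compound 20 min at room temperature | Detection: Diaphorase-driven resazurin-to-resorufin fluorescence, excitation 544, emission 590 nm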
L major viab – Leishmania major promastigote growth inhibition. Leishmania major promastigotes, resazurin fluorescence viability. inhibition, % at 10 µM. hit rate 9% among 200,000. AID 1063; in the data active means inhibition above about 50%;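 further: promastigotes grown with compound for 44 hours at 28 °C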
TNAP inh hi DEA – TNAP (human) inhibition, high acceptor. purified TNAP, CDP-star luminescence, 1 M DEA. inhibition, % at 20 µM. hit rate 0.03% among 200,000;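 active means over 50% inhibition of tissue-nonspecific alkaline phosphatase at 20 µM in the single-dose screen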;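 further: plate controls were DMSO wells for no effect and EDTA-quenched wells as full inhibition for full effect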
* = called active by the depositor.

SMILES	TNAP inh noacc	TNAP act hiacc	bIAP act	PMI activator	Diaph inh CS	Diaph act CS	bIAP inh	PMI act satM6P	L major viab	TNAP inh hi DEA
O=C1CSC(c2ccccc2[N+](=O)[O-])N1c1ccccc1 (centres undefined)	-2	1	1.2	1	10	0.9	-16	0.9	5	-2
COCCNC(=O)c1onc(CSc2ccc(Cl)cc2)c1C(=O)O	-12	1	1	1	5	1	-3	1.1	-7	-4
O=C(/C=C/c1ccccc1[N+](=O)[O-])Nc1ccccc1	-4	1	0.9	0.9	12	0.9	5	0.8	7	-4
O=C(O/N=C(\c1ccccc1)c1ccncc1)c1ccccc1Cl	-13	1.1	1	0.9	24	0.8	4	0.9	-1	-6
CCn1c(/C=C/c2c[nH]c3ccccc23)nc2ccccc2c1=O	-2	1.1	1	0.9	31	0.7	3	0.9	3	-5
Cc1[nH]n(-c2ccc([N+](=O)[O-])cc2)c(=O)c1C=NCCN1CCN(C(=O)c2ccc(F)cc2)CC1	0	1	0.9	1.1	11	0.9	8	1.1	-7	-2
Cc1ccc(CSCC(=O)N2CCN(Cc3ccc4c(c3)OCO4)CC2)cc1	-4	1	0.9	0.9	10	0.9	10	0.9	59*	-1
CSc1nnc(-c2sccc2OCc2ccccc2)n1C	-14	1	0.9	0.9	14	0.9	7	0.7	9	-4
O=C(O)CCc1ccc(-c2ccc(F)cc2)n1NC(=O)c1ccco1	-10	1	1	1	10	0.9	2	1	-5	-2
C/C(=N\O)C(=O)NCc1ccncc1	-12	1	0.9	1	14	0.9	10	1	-7	-1
COc1ccc(C(c2sc3ncnn3c2O)N2CCN(c3ccccc3F)CC2)cc1OC (centres undefined)	-5	1.1	1	0.9	23	0.8	-4	0.8	42	-10
CC1CCN(C(=O)C(C)c2ccc([N+](=O)[O-])cc2)CC1 (centres undefined)	-4	1	1.2	1	4	1	-24	0.9	1	-5
Cc1ccc(-n2c(SCC(=O)NCCN3C(=O)CSC3=O)nnc2-c2ccccc2F)cc1	-12	1	1	1	1	1	2	1.1	-3	0
COc1ccc(/C=C2\CCc3ccccc3C2=O)cc1OC	-3	1	0.8	0.8	17	0.8	15	0.7	51*	1
O=C(COc1ccccc1)N1CCCC1	-3	1	1	1	-1	1	-2	1	-3	0
CCOC(=O)c1[nH]c(C)c(/C=N/O)c1C	3	1	1	1	9	0.9	-2	0.9	-7	-4
Cc1ccccc1-n1c(N)c(C(=O)Nc2ccc(F)cc2)sc1=S	-10	1	1.1	1	4	1	-6	1.1	-4	-4
Cc1ccc(S(=O)(=O)N2CCc3ccccc3C2CN2C(=O)c3ccccc3C2=O)cc1 (centres undefined)	-5	1	0.9	0.9	16	0.8	6	0.9	5	0
COC(=O)c1sc(S(=O)(=O)N2CCN(CCO)CC2)c(C(=O)OC)c1C	-8	1	1	1.2	3	1	3	1.1	-4	-3
COc1ccc(CCNC(=O)COc2ccc(S(=O)(=O)N3CCOCC3)cc2)cc1	-11	1	1	0.9	10	0.9	-2	0.9	-4	-4
CNc1ccccc1C(=O)OCC(=O)c1ccccc1	-12	1	0.9	1.1	12	0.9	6	1	-9	-4
CC(=O)N(C)c1nnc(-c2ccccn2)s1	-10	1	0.9	1	8	0.9	11	1	-5	-1
CC(NC(=O)C(C)N1C(=O)C2C3CC(C(Br)C3Br)C2C1=O)c1ccccc1 (centres undefined)	-9	1	0.8	1.1	7	0.9	21	1.1	82*	-2
O=C(N/N=C/c1ccc(N2CCOCC2)c([N+](=O)[O-])c1)c1ccc(F)cc1	-6	1	0.7	1	4	1	26	1.1	32	2
c1ccc(-c2noc(CN3CCCC(OCc4ccccn4)C3)n2)cc1 (centres undefined)	-3	1.1	1	0.9	9	0.9	0	1	-6	-5
O=S(=O)(NCCn1cccc1)c1ccc2ccccc2c1	-12	1	0.9	0.9	18	0.8	12	0.8	-6	-4
Cc1nc2ncnn2c(C)c1Cc1ccc(Cl)cc1F	-8	1	0.9	1	9	0.9	11	1	-7	-1
CCOC(=O)C1CCN(S(=O)(=O)c2ccc(OC)c(OC)c2)CC1	1	1.1	1	1.1	-13	1.1	3	1.2	-6	-10
CCOC(=O)C1CCN(C(=O)c2cc3cc4cc(OC)ccc4nc3o2)CC1	-4	1.1	0.9	0.8	26	0.7	11	0.8	5	-6
CCSc1nc2c(c(=O)[nH]1)C(c1cccnc1)C(C(=O)OC)=C(C)N2 (centres undefined)	-9	1	0.9	1	17	0.8	9	1	15	-4
CCCCC(=O)Nc1ccc(NC(=O)CCCC)nc1	-8	1.1	0.9	0.8	8	0.9	5	0.9	12	-6
COCC(C)NC(=O)c1cc(-c2cccc(OC)c2)on1 (centres undefined)	-3	1	1	1.1	10	0.9	-3	1.1	-8	-4
CC1(C)OC(=O)C(=C2CCCN2)C(=O)O1	-10	1	0.9	1	9	0.9	6	0.9	-3	0
CCCCn1c(SC(C)C(N)=O)nc2cc(C(=O)OC)ccc2c1=O (centres undefined)	-13	1.1	1	1	-6	1.1	0	1	-1	-6
CCOc1ccc(N2CC(=O)N/C2=N\c2nc(C)cc(C)n2)cc1	-3	1.1	1.2	1	17	0.8	-17	1	14	-9
CCOC(=O)c1ccc(NC(=O)CCNc2c(N3CCCC3)c(=O)c2=O)cc1	-2	1.1	0.9	1.1	-14	1.1	9	1.1	-6	-6
C=CCOc1c(CNc2ccc(C(=O)O)cc2)cccc1OCC	-9	1	1	1	5	1	2	1	-5	0
CCCN1CCN(C(=O)c2cn(CC(C)C)c(=O)c3cc(OC)c(OC)cc23)CC1	-5	1.1	1	1	18	0.8	2	1	5	-6
Nc1nc(SCc2ccc(Cl)cc2)[nH]c(=O)c1-c1ccccc1	-2	1	1.1	1.1	4	1	-7	1.1	1	-3
Cc1cc(C(=O)N2CCN(Cc3ccc4c(c3)OCO4)CC2)cs1	-3	1	1	0.9	8	0.9	-2	0.9	-7	4
C/C=C(/C)C(=O)O[C@H]1[C@@H](O)c2c(ccc3ccc(=O)oc23)OC1(C)C	-9	1.1	0.9	1.1	9	0.9	6	1.1	-2	-5
CS(=O)(=O)c1ccc2nc(NC(=O)CCC(=O)c3cccs3)sc2c1	-9	1	0.9	1.1	16	0.8	10	1.2	8	-1
COc1cc(/C=N/NC(=S)Nc2cccc(S(=O)(=O)N(C)C)c2)cc(OC)c1O	-23	1	0.8	0.7	34	0.7	20	0.8	4	2
CCC(C)(C)n1nnnc1C(c1ccc(C)cc1)N1CCN(C(=O)c2ccco2)CC1 (centres undefined)	-8	1.1	1	1	16	0.8	4	1	39	-8
COc1ccc2nc(N3C(=O)/C(=C/c4ccc(Cl)cc4)NC3=S)sc2c1	-57	0.8	0.9	1.2	5	1	10	1.1	60*	19
COc1cc(CN(C)Cc2nc3cc(C(F)(F)F)ccc3c(=O)[nH]2)ccc1OC(F)F	-26	1	1.4	1	22	0.8	-41	1	8	2
COc1ccc(CCNC2=NCC(C)S2)cc1 (centres undefined)	-12	1	0.8	1.1	8	0.9	19	1	2	-4
CCCNCc1cc(OC)c(OCC(=O)Nc2ccccc2)cc1Br	-38	0.9	1.1	1.1	-8	1.1	-10	1.1	46	10
CCNC(=O)/C(C#N)=C/c1c(N2CC(C)OC(C)C2)nc2ccccn2c1=O (centres undefined)	-8	1	0.9	0.9	10	0.9	12	0.9	42	4
CCn1c(SCC(=O)Nc2nc3ccccc3s2)nc2c(c1=O)SC(C)C2 (centres undefined)	-5	1	1	0.9	21	0.8	-4	0.8	26	0
O=C(CC1NCCc2ccccc21)Nc1ccccc1 (centres undefined)	-4	1.1	1	0.9	16	0.8	-4	0.9	-4	-7
CCCCNc1c([N+](=O)[O-])c(=O)n(C)c2ccccc12	-8	1.1	0.8	1	13	0.9	18	0.9	6	-5
CCCCOc1ccc(CN(CCO)CCO)cc1[N+](=O)[O-]	-6	1	0.8	1.1	1	1	25	1.1	23	-1
Cc1nc(=O)c(-c2ccccc2)c(C)n1CCO	-5	1	1	0.9	2	1	-3	0.9	-2	-3
C/C(=N\Nc1nc(Nc2ccccc2)nc(N2CCOCC2)n1)c1cccs1	-2	1	1	0.9	12	0.9	-2	1	6	0
COc1ccc(-c2nnc(SCc3ncc(-c4ccccc4)o3)o2)cc1	-12	1.1	0.9	1.1	23	0.8	12	0.9	-8	-6
COc1ccc(-c2nc3c(c4nnc(SC(C)C(=O)Nc5ccccc5)n24)COC(C)(C)C3)cc1 (centres undefined)	-5	1	0.9	1	2	1	15	1.1	13	1
CCOC(=O)CSc1nnc(CNC(=O)c2ccc(OC)cc2OC)n1C	-7	1	1.1	0.9	11	0.9	-10	0.9	-4	0
Cc1ccccc1C(=O)c1c[nH]c(C(=O)NCCc2ccccn2)c1	12	1	0.9	1.1	4	1	9	0.6	-8	0
Cc1ccc2cccc(OCCOCCOc3ccccc3Br)c2n1	3	0.9	1	1	5	0.9	-1	0.6	67*	6
Cc1cccc(CN2CCN(CCCc3ccccc3)CC2)c1	-5	1	1.1	1.1	3	1	-10	1.1	96*	-3
O=C1NC(c2ccc(Cl)cc2)=COc2ccccc21	-7	1	1.1	1	-6	1.1	-7	1	1	-4

Some of these compounds in order of heavy-atom count, low to high:
SMILES	TNAP inh noacc	TNAP act hiacc	bIAP act	PMI activator	Diaph inh CS	Diaph act CS	bIAP inh	PMI act satM6P	L major viab	TNAP inh hi DEA
Cc1nc(=O)c(-c2ccccc2)c(C)n1CCO	-5	1	1	0.9	2	1	-3	0.9	-2	-3
CS(=O)(=O)c1ccc2nc(NC(=O)CCC(=O)c3cccs3)sc2c1	-9	1	0.9	1.1	16	0.8	10	1.2	8	-1
COc1ccc(-c2nnc(SCc3ncc(-c4ccccc4)o3)o2)cc1	-12	1.1	0.9	1.1	23	0.8	12	0.9	-8	-6

Compounds shown so far that have a furan ring, fused or not (3):
SMILES	TNAP inh noacc	TNAP act hiacc	bIAP act	PMI activator	Diaph inh CS	Diaph act CS	bIAP inh	PMI act satM6P	L major viab	TNAP inh hi DEA
O=C(O)CCc1ccc(-c2ccc(F)cc2)n1NC(=O)c1ccco1	-10	1	1	1	10	0.9	2	1	-5	-2
CCOC(=O)C1CCN(C(=O)c2cc3cc4cc(OC)ccc4nc3o2)CC1	-4	1.1	0.9	0.8	26	0.7	11	0.8	5	-6
CCC(C)(C)n1nnnc1C(c1ccc(C)cc1)N1CCN(C(=O)c2ccco2)CC1 (centres undefined)	-8	1.1	1	1	16	0.8	4	1	39	-8

No enrichment for hits (roughly 10% active in at least one column).
